# ROC1-CUL1 inh = inhibitors of human ROC1-CUL1 ubiquitin ligase activity; P62877+Q13616; in vitro K48 di-Ub FRET, acceptor:donor ratio, 45 min; inhibition, % at 10 µM; 140,000 tested, 0.6% active; in the data active means inhibition above about 25%
# Target sequence (P62877 whole entry, looked up): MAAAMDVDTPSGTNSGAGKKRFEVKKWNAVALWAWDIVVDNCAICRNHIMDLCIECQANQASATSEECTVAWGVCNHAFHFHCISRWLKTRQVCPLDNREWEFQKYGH
# Target sequence (Q13616 whole entry, looked up): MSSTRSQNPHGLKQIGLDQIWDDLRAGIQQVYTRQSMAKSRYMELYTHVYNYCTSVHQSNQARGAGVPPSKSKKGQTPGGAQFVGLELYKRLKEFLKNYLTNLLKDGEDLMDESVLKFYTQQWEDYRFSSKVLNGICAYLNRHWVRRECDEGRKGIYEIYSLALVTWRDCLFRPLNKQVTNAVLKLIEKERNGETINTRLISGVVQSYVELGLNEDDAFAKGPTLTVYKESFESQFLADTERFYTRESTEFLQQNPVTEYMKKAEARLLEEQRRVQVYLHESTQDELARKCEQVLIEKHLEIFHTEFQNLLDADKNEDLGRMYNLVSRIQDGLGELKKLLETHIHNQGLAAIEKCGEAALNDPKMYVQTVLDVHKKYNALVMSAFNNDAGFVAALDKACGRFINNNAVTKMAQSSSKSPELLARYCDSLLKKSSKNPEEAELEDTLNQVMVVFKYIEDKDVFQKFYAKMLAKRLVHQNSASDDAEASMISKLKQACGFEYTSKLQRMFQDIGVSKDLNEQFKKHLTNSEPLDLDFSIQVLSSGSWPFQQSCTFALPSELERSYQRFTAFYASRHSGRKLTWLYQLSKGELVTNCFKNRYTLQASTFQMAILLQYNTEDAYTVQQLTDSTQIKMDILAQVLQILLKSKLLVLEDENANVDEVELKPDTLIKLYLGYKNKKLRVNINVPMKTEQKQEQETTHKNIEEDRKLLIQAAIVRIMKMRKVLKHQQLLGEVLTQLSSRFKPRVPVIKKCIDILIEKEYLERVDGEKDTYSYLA
# Starred values were filed as active, the others as inactive. This is a subset; rates above refer to the full screens.
SMILES,ROC1-CUL1 inh
COc1ccc(N2CCN(C3(c4ccccc4)C(=O)c4ccccc4C3=O)CC2)cc1,4
CCn1c(SCC(=O)Nc2cc([N+](=O)[O-])ccc2C)nnc1-c1ccc([N+](=O)[O-])cc1,9
COc1ccc(-c2cc(C(F)(F)F)nc(NCc3ccc(F)cc3)n2)cc1,-2
COc1cc(CNC(C)(C)CO)ccc1OCC(=O)NC(C)(C)C,-2
COc1ccc(NC(=O)c2sc3nc(-c4ccc(F)cc4)ccc3c2N)c(C)c1,-14
CN1NC2(CCOC(C)(C)C2)N(C)C1=S (stereo not drawn),-15
O=C(Nc1c(-c2ccccc2)nc2ccccn12)c1ccc(Br)cc1,4
COc1ccc(-c2nc(CS(=O)CC(=O)NCc3ccccc3Cl)c(C)o2)cc1OC (stereo not drawn),7
COc1ccc(Cn2c(Cl)cc(=O)[nH]c2=O)cc1[N+](=O)[O-],-4
CCN1C(=O)CC(CC(=O)N2CCCCC2COC)(c2cccc(C(F)(F)F)c2)C1=O (stereo not drawn),2

# Three structures out of the list, sorted by count of non-hydrogen atoms, low to high:
SMILES,ROC1-CUL1 inh
CN1NC2(CCOC(C)(C)C2)N(C)C1=S (stereo not drawn),-15
O=C(Nc1c(-c2ccccc2)nc2ccccn12)c1ccc(Br)cc1,4
CCn1c(SCC(=O)Nc2cc([N+](=O)[O-])ccc2C)nnc1-c1ccc([N+](=O)[O-])cc1,9

# Next part.
SMILES,ROC1-CUL1 inh
Cc1cc(C(F)(F)F)c(C#N)c(SCC(=O)Nc2nccs2)n1,-2
C=CCN(CC(O)CN1c2ccccc2Sc2ccccc21)c1ccccc1 (stereo not drawn),-2
O=C(CSc1nc2ccccc2n1Cc1c(F)cccc1Cl)N1CCN(c2ccc(F)cc2)CC1,0
COCCN1C(=O)CC(CC(=O)N2CCN(c3cccc(C)c3C)CC2)(c2ccccc2OC)C1=O (stereo not drawn),16
CN1/C(=C\C(=O)CCCCC(=O)/C=C2/N(C)c3ccccc3C2(C)C)C(C)(C)c2ccccc21,6
O=C(CNS(=O)(=O)c1cc(Cl)ccc1Cl)N1CCN(c2ccccc2F)CC1,-9
Cc1cccc(N2CCN(c3ncnc4c3nc3n4CCCCC3)CC2C)c1 (stereo not drawn),-4
O=C(NCC1CCCN(Cc2cc(Cl)ccc2O)C1)c1cccnc1 (stereo not drawn),1
CCOC(=O)C(=O)Nc1c(C(=O)Nc2cccc(F)c2)oc2ccccc12,7
COc1ccc(N2CCN(CCCNC(=O)c3cc(Nc4ccc(OC)cc4OC)nc4ccccc34)CC2)cc1,-7
C[C@H](NC1CCN(c2ccc(C(=O)NCc3ccc4c(c3)OCO4)cc2)CC1)c1ccccc1,4
CCc1ccc2oc(-c3ccc(C)c(NC(=O)/C=C/c4ccco4)c3)nc2c1,5
COc1cccc(-n2c(=O)c3c(C)c(C)sc3n(CC(=O)Nc3ccccc3OC)c2=O)c1,3
Cc1c(CC[n+]2cccc3ccccc32)c2cccc3c2n1CCC3,-9
O=C(c1ccccc1)N1CCC(O)O1 (stereo not drawn),-1
O=C(CCC(=O)N1CCOc2ccccc21)NCc1cccs1,-1
Cc1ccc(S(=O)(=O)Nc2cccc(NS(=O)(=O)c3ccc(C)cc3)n2)cc1,6
CCOC(=O)C(C(=O)OCC)c1nc(OC)nc(C(C(=O)OCC)C(=O)OCC)n1,6
COc1ccc(C(=O)N(Cc2ccc(N(C)C)cc2)Cc2ccco2)cc1Cl,-3
CCCOc1cccc(-c2cc(C(=O)N/N=C/c3ccccn3)c3ccccc3n2)c1,-10
COc1cccc(C(=O)Nc2ccc(-c3cc(C(F)(F)F)nn3-c3ccccc3)cc2)c1,1
Cc1cc(CSc2ccccc2)ccc1NC(=O)c1ccc(Br)cc1,0
CCOC(=O)c1cc(C(=O)n2cc(Cl)cn2)nn1C,0
COc1ccc(NC(=O)c2sc3nc4c(cc3c2N)CN(Cc2ccccc2)CC4)cc1,-1
CNC(=O)NC(NC(=O)C1CCCCC1)(C(F)(F)F)C(F)(F)F,11
COc1ccc(-c2ccc(S(=O)(=O)N3CC(C)CC(C)C3)cc2)cc1 (stereo not drawn),14
O=C(Nc1cccc(Cl)c1)N1CCCC1=Nc1ccc(Cl)cc1,-6
CCOC(=O)c1nc(-c2ccccc2)n(C)c1C,-10
CCN1CCN(C(=O)c2ccc(N3CCC(N4CCCC(OCc5ccccc5)C4)CC3)cc2)CC1 (stereo not drawn),0
O=C(Nc1ccc(F)cc1F)c1ccc(CN2CC(=O)N3CCCCC3C2=O)cc1 (stereo not drawn),17

# Laid out differently: entries from further up
Molecule	ROC1-CUL1 inh
CCOC(=O)c1nc(-c2ccccc2)n(C)c1C	-10
O=C(Nc1ccc(F)cc1F)c1ccc(CN2CC(=O)N3CCCCC3C2=O)cc1 (stereo not drawn)	17
CCN1CCN(C(=O)c2ccc(N3CCC(N4CCCC(OCc5ccccc5)C4)CC3)cc2)CC1 (stereo not drawn)	0
Cc1cc(CSc2ccccc2)ccc1NC(=O)c1ccc(Br)cc1	0
CNC(=O)NC(NC(=O)C1CCCCC1)(C(F)(F)F)C(F)(F)F	11
CCOC(=O)c1cc(C(=O)n2cc(Cl)cn2)nn1C	0
COc1cccc(C(=O)Nc2ccc(-c3cc(C(F)(F)F)nn3-c3ccccc3)cc2)c1	1

# Next part.
SMILES,ROC1-CUL1 inh
COc1ccc(NC(=O)C2C(C)=Nc3nc(SCc4ccc(Cl)cc4)nn3C2c2cccc(OC)c2OC)cc1 (stereo not drawn),4
COc1ccc(-n2c(=O)c3ccc(C(=O)NCc4ccc(C)cc4)cc3n(Cc3ccc(Cl)cc3)c2=O)cc1,9
CC(C)CCNCc1ccc(-c2cccc(C(=O)O)c2)o1,3
COc1cccc2cc(C(=O)N3CCN(C(=O)c4ccccc4)CC3)c(=O)oc12,3
COc1ccc(-c2c(C)sc(=NC(=O)c3ccccc3)n2CCc2ccccc2)cc1,-9
CCc1nnc2sc(-c3cc(F)c(F)c(F)c3F)nn12,8
Cc1cc(C)c2c(c1)c(-c1ccccc1)c(-c1ccccc1)n2CC(O)CNC1CCCCC1 (stereo not drawn),-7
COc1ccccc1-c1cc(-c2cccs2)nc(SC)c1C#N,5
Cn1ccnc1SCC(=O)N1c2ccccc2Sc2ccc(C(F)(F)F)cc21,4
COc1ccc(NCC(O)CN2c3ccccc3Sc3ccccc32)cc1 (stereo not drawn),9

# Next section, overlapping the part above by two compounds.
SMILES,ROC1-CUL1 inh
Cn1ccnc1SCC(=O)N1c2ccccc2Sc2ccc(C(F)(F)F)cc21,4
COc1ccc(NCC(O)CN2c3ccccc3Sc3ccccc32)cc1 (stereo not drawn),9
Cc1cccc(C(=O)Nc2cc(C)ccc2C)c1,5
O=C(/C=C/c1ccccc1)Nc1c(Br)cc(Br)cc1Br,2
COCC(C)NC(=O)C1CCN(C2CCN(CCCc3ccccc3)CC2)CC1 (stereo not drawn),3
CC(=O)N[C@@H]1c2ccccc2C2(CCN(C(=O)c3sccc3Cl)CC2)[C@H]1OCc1ccccc1,1
CCc1[nH]nc2c1C(c1ccccc1)C(C#N)C(=N)O2 (stereo not drawn),-4
O=c1oc2cc(OCCc3ccccc3)ccc2c2ccccc12,2
CC(C)CCNC(=O)N1CCN(S(=O)(=O)c2ccc3c(ccn3C)c2)CC1,-2
CC(=O)c1cccc(NC(=O)C(Cc2ccccc2)NS(=O)(=O)c2ccc(Br)s2)c1 (stereo not drawn),-8
CCCc1ccc(OCc2ccc(C(=O)Nc3ccccc3F)cc2)cc1,2
CCCN(CCC)C(=O)Cn1c(=O)n(-c2cccc(C)c2)c(=O)c2c1c1cc(OC)ccc1n2C,-10
Cc1ccc(Cn2c(SCC(=O)N/N=C/c3ccccc3O)nc3ccccc32)cc1,-5
COc1cc2ccccc2cc1C(=O)Nc1cc(-c2nc3ccccc3o2)ccc1C,8
CCSc1nnc(NC(=O)OC)s1,-6
CN(CCN1CCCCC1)C(=O)CCc1nnc(-c2ccc3c(c2)OCO3)o1,-4
Cc1cccc(Cc2cnc(NC(=O)C3Cc4ccc(C)cc4C(=O)O3)s2)c1 (stereo not drawn),11
CCCCOc1ccccc1CC1C(=O)Nc2ccc(Br)cc21 (stereo not drawn),-5
COc1cccc(CNC(=O)C2CCCN(c3nnc(-n4c(C)ccc4C)s3)C2)c1 (stereo not drawn),-6
CCOC(=O)c1ccccc1NC(=O)CN1CCCN(Cc2cc(C)ccc2C)S1(=O)=O,6
Cc1ccc(OCC(=O)Nc2ccc(N3CCN(C(=O)c4ccco4)CC3)cc2)cc1,-5
COc1ccc(OC)c(/C=N/NC(=O)CSc2nc3ccccc3s2)c1,3
COc1cccc(C2=NC(C)(C)CO2)c1I,12
CC(C)c1ccc(CNC(=O)CCCCNS(=O)(=O)c2ccccc2)cc1,0
CCn1nc(C)c(-c2ccnc(NCC3(CO)CC3)n2)c1C,-11
CC(C)Oc1cccc(C(=O)O)c1,1
CS(=O)(=O)N1CCN(c2nc(-c3ccc(F)cc3)cs2)CC1,6
COc1ccc(OCC(=O)NCc2ccc(-c3nc4ccccc4s3)cc2)cc1,-3
Cc1ccc(N2CCN(c3nc4c(S(=O)(=O)c5ccc(C)c(C)c5)nnn4c4ccccc34)CC2)c(C)c1,6
CC(C)OC(=O)c1c(-c2ccc(-c3ccccc3)cc2)csc1NC(=O)C1CCCO1 (stereo not drawn),4
Cn1cc(CC(=O)NCc2cccnc2N2CCOCC2)c2ccccc21,-15
Cc1ccc(NC(=O)Cn2c(=O)n(Cc3ccc4c(c3)OCO4)c(=O)c3ccccc32)c(C)c1,-4
O=c1cc(N2CCOCC2)cnn1-c1ccccc1,3
O=C(Nc1cccc(Oc2ccc3c(c2)C(=O)NC3=O)c1)c1ccc(Br)o1,-1
Cc1ccc(Sc2ccc(CC3=NC(=O)N(Cc4ccccc4)C3=O)o2)cc1,-7
Cc1ccc(NC(=O)Cn2ncc3c4ccccc4n(Cc4ccccc4)c3c2=O)cc1Cl,7
COc1cc(C(=O)Nc2cc(C(F)(F)F)ccc2N2CCOCC2)ccc1O,4
COc1cccc(-c2nc3ccc(C(=O)N4CCCN(C=O)CC4)cc3o2)c1,-2
CC(=O)c1ccc2c(c1)N(C)c1ccccc1S2,3
CCC(=O)N1CCCC(C(=O)Nc2ccccc2Oc2cccnc2)C1 (stereo not drawn),6
COc1cc(Cl)c(NC(=O)CCc2nc3cccnc3n2-c2ccccc2)c(OC)c1,-6
COc1cccc(C2C(C(=O)Nc3ccccc3)C(C)=Nc3nnnn32)c1OC (stereo not drawn),-7
O=C1CCCC/C1=C1/SC(=Nc2ccccc2)C(=Nc2ccccc2)N1c1ccccc1,-15
CCOc1ccc(CCNc2ncnc3onc(C)c23)cc1OCC,8
CCOC(=O)c1[nH]c(C)c(C(=O)NCc2cccc(OC)c2)c1C,1
CCOc1ccc(C2c3c(cc(C)oc3=O)OC(=N)C2C#N)cc1 (stereo not drawn),5
O=C1c2oc3ccccc3c(=O)c2C(c2cccc(Cl)c2)N1c1ccccn1 (stereo not drawn),3
CC(C)c1ccc(C2=Nc3nnnn3C(c3ccc(C(C)C)cc3)C2)cc1 (stereo not drawn),7
CC(C)c1nc(CNC(=O)CCc2nnc(C3CCCCC3)o2)cs1,0
CCCNS(=O)(=O)c1ccc(OC(F)(F)F)cc1,9
O=C(NCc1ccc(Cl)cc1)c1cc2ccccc2o1,-4
Cc1cc(I)ccc1Nc1nc(C)c([N+](=O)[O-])c(N(C)c2ccccc2)n1,-4

# The list continues.
SMILES,ROC1-CUL1 inh
COc1ccc(Oc2c(C(F)(F)F)oc3cc(OC(=O)C(C)(C)C)ccc3c2=O)cc1,9
Cc1oc2nc3c(c(=O)n(Cc4cccc(Cl)c4)c(=O)n3C)n2c1C,2
Cc1cc(=O)n(Cc2ccc(Cl)cc2Cl)c2ccccc12,3
COc1ccc(OC)c(NC(=O)NCC2CCN(c3cnn(C)c(=O)c3)C2)c1 (stereo not drawn),9
COc1ccc(NC(=O)Cn2c(=O)n(Cc3ccco3)c(=O)c3sc4ccccc4c32)cc1OC,-3
Clc1ccccc1CSc1nnc(-c2cccnc2)n1-c1ccccc1,-7
O=C(CSc1ncccn1)NC1CCCN(c2ccc(C(F)(F)F)cn2)C1 (stereo not drawn),-6
O=C(CSc1ncccn1)N/N=C/c1ccccc1OCc1ccccc1,5
CCOC(=O)C(NC(C)=O)(Nc1ccc(OC(F)(F)F)cc1)C(F)(F)F (stereo not drawn),-7
Cc1ccc(O)c(C(=O)C2=CSc3nnc(-c4ccc(Cl)cc4)n3N=C2)c1,0

# Structures from the list above that have a nitro group on carbon:
SMILES,ROC1-CUL1 inh
CCn1c(SCC(=O)Nc2cc([N+](=O)[O-])ccc2C)nnc1-c1ccc([N+](=O)[O-])cc1,9
COc1ccc(Cn2c(Cl)cc(=O)[nH]c2=O)cc1[N+](=O)[O-],-4
Cc1cc(I)ccc1Nc1nc(C)c([N+](=O)[O-])c(N(C)c2ccccc2)n1,-4

# Carrying on.
SMILES,ROC1-CUL1 inh
c1ccc(CN2CC[C@H](Nc3cc(C4CCCNC4)ncn3)C2)cc1 (stereo partly drawn),-3
Cc1ccccc1OCC(=O)Nc1ccc(-c2nc3ncccc3o2)cc1,4
COc1ccc(N=CC2C(=O)N(c3ccc(C)cc3)C(=O)c3ccccc32)cc1 (stereo not drawn),-11
COc1ccc(C(=O)N2CCC(C(Cc3ccccc3C)N(C)C(=O)Cn3cccn3)CC2)cc1F (stereo not drawn),-4
Cc1ccc(C)c(NC(=O)c2nnn(CC(=O)Nc3cccc(C)c3C)c2N)c1,-11
Cc1c(CC(=O)NCc2ccc(F)cc2)c(=O)oc2cc(O)c(Cl)cc12,-3
CCc1ccc(CNC(=O)c2ccc3nc(SCc4ccc(F)cc4)n(C)c3c2)cc1,-10
c1ccc2c(c1)CSc1ccccc1C2CNC1=NCCN1 (stereo not drawn),-5
Cc1ccc(OC(=O)c2ccc([N+](=O)[O-])o2)c(-n2nc3ccccc3n2)c1,-2
CCOC(=O)C1=C(C)N=c2s/c(=C/c3ccoc3)c(=O)n2C1c1ccc(OC)cc1 (stereo not drawn),9
O=S(=O)(c1ccccc1)c1nc2ccccc2nc1/C=C/c1ccccc1Cl,-9

# Screening data as filed in PubChem.
